ATXN2 expr inh – inhibitors of ATXN2 expression. Potency, µM (series often up to 57 µM), inactives show at the highest dose activity change, negative = inhibition, most hits filed as inhibitors. hit rate 0.72% among 360,000. HEK-293 ATXN2-luciferase reporter, luminescence, 24 h; also: potency is read from the fitted curve at half-maximal effect; % is scaled to controls: 0 for no effect and ±100 for the full control effect; nearly all actives have a fitted effect of over 55% in size
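ATXN2-luciferase reporter cells (luciferase flanked by upstream and downstream ATXN2 gene portions) were treated 24 h at 37 °C with compounds at up to 57 uM. SteadyGlo luminescence gave expression; GF-AFC fluorescence gave viability.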
KB-V1 cytotox – KB-V1 MDR subline cytotoxicity; hit rate 3.4% among 400,000; KB-V1 MDR cells viability, CellTiter-Glo, 72 h; AID 1347076; Potency, µM (top dose mostly 46.1 µM), for inactives: at the highest dose activity change, negative = cytotoxicity, most hits filed as cytotoxic; also: potency is read from the fitted curve at half-maximal effect; % is scaled to controls: 0 for no effect and ±100 for the full control effect; nearly all actives have a fitted effect of over 60% in size
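Readout: CellTiter-Glo luminescence, 10 min after addition. Cells: KB-V1 MDR subline, 72 h at 37 degrees C with compound. Analysis: corrected, normalized data fitted to concentration-effect curves.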
IL-1B inflam inh – blocks inflammasome-driven IL-1 beta release. THP-1 LPS/ATP IL-1B secretion, AlphaLISA, 16 h; active compounds read low. activity change, % at 57.5 µM. hit rate 4.7% among 360,000. AID 743279; in the data active = activity change below about -50%; inconclusive = mostly about -30% to -49%; also: % is scaled to controls: 0 for no effect and ±100 for the full control effect
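Secreted IL-1B measured by AlphaLISA bead assay after 16 h compound exposure of THP-1 cells; compounds (final up to 57.5 uM) added 1 h before LPS (250 ng/mL) and ATP (1.25 mM) stimulation; lower signal means less secretion.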
MCF10A rerep – DNA re-replication induction in MCF 10a cells; MCF 10A DNA re-replication, Hoechst nuclear intensity, 48 h; Potency, µM (titrated, usually from 46.1 µM), for inactives: at the highest dose activity, positive = re-replication, most hits filed as activators; hit rate 2.9% among 350,000; AID 624296; also: potency is read from the fitted curve at half-maximal effect; % of control where 0% means no effect; nearly all actives have a fitted effect of over 50% in size
HT1080 IDH1KD tx – kills HT-1080 cells with IDH1 knockdown | HT-1080 IDH1 knockdown viability, ATP luminescence, 48 h | Potency, µM (highest dose often 46.1 µM), for inactives: at the highest dose activity, negative = toxicity, most hits filed as cytotoxic | hit rate 2% among 360,000 | AID 686971;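 also: potency is read from the fitted curve at half-maximal effect; 0% = DMSO wells and -100% = cell-free medium wells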
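Luminescent ATP read-out (CellTiter-Glo, 10 min at room temperature) after 48 h compound exposure at 37 °C gave viability of IDH1-knockdown HT-1080 cells. Activity was normalised to DMSO and cell-free wells, then fitted as concentration-response curves.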
SW480 rereplic – inducers of DNA re-replication in SW480 colon cancer cells; SW480 DNA re-replication, Hoechst DNA content imaging, 48 h; Potency, µM (titrated, usually from 46.1 µM), for the others: at the top dose re-replication activation, usual class: activators; hit rate 1.8% among 340,000; AID 624297; also: potency is read from the fitted curve at half-maximal effect; % of control where 0% means no effect; nearly all actives have a fitted effect of over 55% in size
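SW480 cells exposed to compounds for 48 hr at 37 C, 5% CO2, then Hoechst-stained 40 min. Nuclear DNA content imaged by fluorescence scanning (405 nm excitation, 500-530 nm emission); re-replication scored as increased high-intensity nuclei.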
ATXN viability – reduces viability in counter-screen for ATXN expression inhibitors; S2 cells (HEK-293 line with an ATXN2-luciferase reporter) viability, CellTiter-Fluor protease fluorescence, 24 h; Potency, µM (highest dose often 56.7 µM), most hits filed as cytotoxic; hit rate 0.49% among 400,000; also: potency is read from the fitted curve at half-maximal effect; nearly all actives have a fitted effect of over 40% in size
HT1080-NT tox – kills 2HG-producing HT-1080-NT fibrosarcoma cells; hit rate 1.6% among 360,000; Potency, µM (titrated, usually from 46.1 µM), for the others: at the highest dose activity, negative = less viability, actives largely listed as cytotoxic; HT-1080-NT fibrosarcoma viability, CellTiter-Glo ATP luminescence, 48 h;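 also: NT is the 2HG producing partner of a matched IDH1 knockdown line; potency is read from the fitted curve at half-maximal effect; 0% = DMSO-treated cells and -100% = media-only wells without cells; nearly all actives have a fitted effect of over 55% in size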
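750 cells/well, RPMI + 5% FBS; 2 h settle, compound pin-transfer, 48 h at 37 degrees C. CellTiter-Glo 10 min RT, luminescence. Normalized to DMSO and media-only wells.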
KB-3-1 tox – kills parental KB-3-1 adenocarcinoma cells. Potency, µM (titrated, usually from 46.1 µM), for inactives: top-dose activity change, negative = cytotoxic, hits mostly cytotoxic. KB-3-1 viability, CellTiter-Glo ATP luminescence, 72 h. hit rate 1.4% among 400,000. AID 1347075; also: potency is read from the fitted curve at half-maximal effect; % is scaled to controls: 0 for no effect and ±100 for the full control effect; nearly all actives have a fitted effect of over 60% in size
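Parental KB-3-1 viability, qHTS format: 72 h compound exposure, 37 °C; CellTiter-Glo; media-only wells and DMSO plates as controls; concentration-effect fits on corrected data.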
The depositor's hits bear a star; i = inactive; ? = inconclusive; · = not tested or not shown; & = joins results of further samples; [ ] = dose if it differs, or a comment. Unless noted, calls follow the shape of the dose curve; as a rule, active = well fitted curve in the direction sought with a large enough effect; inconclusive = small, poorly fitted or top-dose-only effect, or another doubt; inactive = no such curve, though single readings can be large; an effect the other way counts as inactive or inconclusive. Compounds were not picked by outcome. About 11% of those tested had a hit in this group.

SMILES | ATXN2 expr inh | KB-V1 cytotox | IL-1B inflam inh | MCF10A rerep | HT1080 IDH1KD tx | SW480 rereplic | ATXN viability | HT1080-NT tox | KB-3-1 tox
CN1CCCN(C(=O)/C=C/c2ccc(F)cc2)CC1 | -2% | 23% | 4 | 8% | 7% | -1% | i | 21% | -3%
O=C(NC(=O)c1cccc(F)c1)Nc1nc(-c2ccc(F)cc2)cc(C(F)(F)F)n1 | -18% | -11% | -27 | 10% | 13% | 2% | i | 14% | -1%
C[C@H](O)c1[nH]c2cc(F)ccc2c1[C@H](C)O | -3% | -22% | 9 | -5% | 2% | 51% | i | 6% | 14%
CCOC(=O)CSc1nnc(CSc2nc3sc4c(c3c(=O)[nH]2)CCC4)n1C | 9% | ? | -13 | -2% | 0% | -3% | i | 2% | -1%
FC(F)(F)c1ccccc1-n1ccnc1 | 3%&13% | 8% | 16 | 8%&17% | 19% | -7%&-53% | i | 5% | 0%
O=C(Nc1ccc2c(c1)OCO2)C1CCCCN1S(=O)(=O)c1ccc(F)cc1 (stereo not given) | 8% | -16% | 9 | 7% | -13% | 0% | i | -11% | -8%
CC1(C(=O)NS(=O)(=O)c2ccc3ccccc3c2)CCN1C(=O)Cc1ccc(Cl)cc1Cl (stereo not given) | 12% | -2% | 6 | · | -6% | · | i | -10% | 8%
CCOc1cc(N2CCOCC2)c(OCC)cc1NC(=O)c1cc(S(=O)(=O)N2CCOCC2)ccc1C | -1% | 5% | 9 | -2% | 6% | -8% | i | 6% | 4%
Cc1noc(C)c1S(=O)(=O)N(C)C[C@@H]1OCc2cnnn2CCCC(=O)N([C@H](C)CO)C[C@@H]1C | 10% | 11% | 10 | · | 2% | · | i | 4% | 10%
C=CCOc1c(Br)cc(/C=N/NC(N)=O)cc1OC | 4% | ? | 55 | 0% | 9% | -1% | i | 6% | -26%
COc1ccc(CNC(=O)C2CCN(S(=O)(=O)c3ccc4c(c3)NC(=O)C(C)S4)CC2)cc1 (stereo not given) | -7% | 0% | 8 | 13% | -4% | 18% | i | -11% | -15%
CC(=O)N1c2ccc(S(=O)(=O)N3CCN(c4ccc(C)cc4C)CC3)cc2CC1C (stereo not given) | -8% | -3% | · | · | · | · | i | · | -8%
COc1ccc(NC(=O)CSc2nc(N)c(C(=O)Nc3ccc(N(C)C)cc3)s2)cc1 | 33%[activator] | 0% | 4 | -5% | -19% | -1% | i | -19% | -20%
Cc1nc2c3ccccc3nc(SCC(=O)N3CC(C)CC(C)C3)n2n1 (stereo not given) | 4% | 0.58µM* | -25 | 31% | -5% | 2% | i | 2% | 2%
COC(=O)c1ccc2nc(Nc3nc4c(F)cc(F)cc4s3)sc2c1 | ? | -25% | 22 | 2.3µM* | -5% | 0.23µM* | i | -10% | ?
COc1ccc(C(=O)NCC(=O)Nc2cccc(S(=O)(=O)NCc3ccco3)c2)cc1OC | -34% | 0% | 86 | 4% | 0% | 0% | i | -15% | 3%
Cc1ccc(CN(Cc2cccn2-c2nnc(N3CCCC3=O)s2)C(=O)Nc2ccc(F)cc2)cc1 | 4% | -37% | · | · | · | · | i | · | 0%
Cc1ccc(C)c2[nH]c(=O)c(CN(Cc3ccco3)S(=O)(=O)c3ccc4c(c3)OCCO4)cc12 | -16% | 0% | -9 | 12% | -21% | 1% | i | -6% | 10%
CS(=O)(=O)N1CCN(C(=O)C(Sc2ccccc2)c2ccccc2)CC1 (stereo not given) | 4% | -6% | 5 | -11% | -10% | 3% | i | 15% | 15%
Cc1ccccc1N1C(=O)CC(c2c[nH]c3ccccc23)C1=O (stereo not given) | -24% | 14% | 0 | 4% | -11% | 1% | ? | -7% | -4%
Cc1nnc(N2C(=O)C(O)=C(C(=O)c3ccco3)C2c2ccc(F)cc2)s1 (stereo not given) | -2% | 17% | 21 | 3% | 12% | 4% | i | ? | 11%
C=CCOc1ccc(C2CC(C)=NN2c2ccccc2)cc1 (stereo not given) | 20% | ? | -27 | 21µM* | 13% | ? | i | 13% | -1%
CN(C)c1ccc(CNC2CC(C)(C)NC(C)(C)C2)cc1 | -14% | -3% | ? | 0% | -7% | -11% | i | -2% | 2%
O=[N+]([O-])c1ccc(Cl)c(/C=N/Nc2nc(N3CCOCC3)nc(N3CCOCC3)n2)c1 | -3% | -1% | 2 | 2% | 7% | -3% | i | 2% | 9%
COC(=O)C(Cc1ccc(O)cc1)NC(=O)CCC(=O)Nc1ccc(S(N)(=O)=O)cc1 (stereo not given) | 6% | 0% | 2 | -3% | 1% | 14% | i | -8% | -1%
CC(=O)Nc1ccc(SCC(=O)Nc2ccc(Cl)cn2)cc1 | -20% | -17% | 13 | 3% | 7% | -2% | ? | ? | -6%
COc1ccc(/C(C)=N/NC(=O)c2nnn(-c3nonc3N)c2-c2ccccc2)cc1 | -31% | 0% | -15 | 2% | ? | -5% | ? | ? | -1%
COCc1c(C(=O)Nc2ccc(Cl)cc2F)oc2ccccc12 | 20% | -1% | 19 | 15% | -4% | -1% | i | -4% | -22%
Cc1ccnc(N/C=C(/NC(=O)c2ccccc2)C(=O)N/N=C\c2ccc(F)cc2)n1 | -21% | -3% | -1 | -3% | 12% | -2% | i | 11% | 19%
Cc1ccc(CNC(=O)C2CCCC2)cc1 | 21% | -1% | 16 | -1% | 14% | 0% | i | 16% | ?
O=C1CCCc2c1cc(C(=O)Nc1ccc(Cl)cn1)c(=O)n2-c1ccccc1 | -3% | 2% | -3 | 20% | -18% | -8% | i | -21% | 8%
CCN(CC(=O)Nc1c(F)cccc1F)C(=O)c1n[nH]c2ccccc12 | 1% | -8% | 25 | -1% | 11% | -3% | i | 0% | 0%
CCN(CC)S(=O)(=O)c1ccc(C(=O)NC2CC(=O)N(c3ccc4c(c3)OCCO4)C2)cc1 (stereo not given) | 5% | ? | · | · | · | · | i | · | 16%
Cc1cc(=O)c2ccc3ccccc3c2[nH]1 | -16% | -1% | 13 | 7% | 0% | 2% | i | -11% | 16%
CCN(CC)c1ccc(NC(=O)c2c(C)nn(-c3ccc(F)cc3)c2-n2cccc2)c(C)c1 | ? | 21µM* | · | · | · | · | ? | · | ?
Cc1cccn2c(=O)c3cc(C(=O)NC4CCCC4)c(=N)n(CC4CCCO4)c3nc12 (stereo not given) | -7% | ? | 10 | 9.2µM* | 6% | ? | · | -3% | ?
Cc1ccc(SCC(=O)c2c(C)nc3cc(C)ccn23)cc1 | 21% | ? | 7 | ? | -7% | -26% | i | 8% | 2%
O=S(=O)(Cc1ncc(C(F)(F)F)cc1Cl)c1ccccc1 | 20% | ? | 13 | ? | ? | ? | i | -21% | ?
CCc1ccc(OCCNC(=O)c2ccc(S(=O)(=O)N(C)C)cc2)cc1 | -10% | -10% | -1 | 1% | -29% | -13% | i | 8% | 1%
CC(=O)N1CCC(C(=O)NC2CCCc3c2cnn3-c2cc(F)cc(F)c2)CC1 (stereo not given) | -7% | -16% | -2 | 6% | -7% | 9% | i | 4% | 3%
CC(C)Oc1cc(NC(=O)CS(=O)CC(=O)N(C)C)c(Cl)cc1Cl (stereo not given) | -8% | 4% | -11 | 8% | 8% | -2% | i | 8% | -6%
COC(=O)c1cccc(NC(=O)CN2CCN(c3ccc(OC)cc3)CC2)c1 | -4% | ? | 4 | -185%[0.0737 µM] | 1% | -4% | i | 13% | -2%
COc1ccc(NC(=O)C2Cc3c(-c4ccccc4)ccnc3O2)cc1OC (stereo not given) | ? | ? | ? | · | ? | · | i | -12% | 16µM*
CCc1ccccc1NC1c2ccccc2C(=O)N1c1cccnc1 (stereo not given) | -8% | -12% | 0 | 3% | -10% | 0% | i | 2% | -14%
NC(=O)NCC(=O)N1CCC(C(O)(c2ccccc2)c2ccccc2)CC1 | -2% | ? | -23 | -1% | -13% | ? | i | -6% | -9%
COc1ccccc1N(C)S(=O)(=O)c1ccc(C(=O)NCCCN2CCCC2=O)cc1 | · | -2% | -5 | · | 6% | · | i | 4% | 8%
CCC(CC)COC(=O)C1=C(C)NC(=O)NC1c1ccc([N+](=O)[O-])cc1 (stereo not given) | · | ? | -3 | 1% | -12% | 10% | · | -11% | -2%
CCOc1ccc(S(=O)(=O)N2CCC(C(N)=O)CC2)c2ccccc12 | 3% | -24% | 15 | 11% | -9% | 2% | i | -14% | -18%
N=C1SC(CC(=O)Nc2ccccc2[N+](=O)[O-])C(=O)N1c1ccccc1 (stereo not given) | · | 1% | -28 | -2% | 18% | 11% | i | 4% | 0%
CCOC(=O)C1CCCN(C(=O)CN2C(=O)/C(=C/c3ccc(OC)cc3)Oc3ccccc32)C1 (stereo not given) | ? | 16µM* | -20 | ? | -5% | 5% | i | -12% | 0%
COc1ccc(NC(=O)COC(=O)c2cnccn2)cc1Cl | -9% | ? | 8 | -1% | 7% | -7% | i | 13% | 2%
CC(CC(=O)NCCc1ccc(S(N)(=O)=O)cc1)c1ccccc1 (stereo not given) | · | 5% | -12 | 10% | -2% | -2% | i | -1% | -5%
C=CCN1c2ccccc2C(=O)CS1(=O)=O | 6% | -13%&6% | 0 | ? | -4% | -3% | i | 13% | 11%&10%
CC(C)(C)C(=O)/C(C#N)=C/c1ccc(O)cc1 | 0% | -1% | 16 | 1% | 1% | 0% | i | -2% | 11%

Part of the list above in order of heavy-atom count, rising:
SMILES | ATXN2 expr inh | KB-V1 cytotox | IL-1B inflam inh | MCF10A rerep | HT1080 IDH1KD tx | SW480 rereplic | ATXN viability | HT1080-NT tox | KB-3-1 tox
CC(C)Oc1cc(NC(=O)CS(=O)CC(=O)N(C)C)c(Cl)cc1Cl (stereo not given) | -8% | 4% | -11 | 8% | 8% | -2% | i | 8% | -6%
CCc1ccccc1NC1c2ccccc2C(=O)N1c1cccnc1 (stereo not given) | -8% | -12% | 0 | 3% | -10% | 0% | i | 2% | -14%
CCC(CC)COC(=O)C1=C(C)NC(=O)NC1c1ccc([N+](=O)[O-])cc1 (stereo not given) | · | ? | -3 | 1% | -12% | 10% | · | -11% | -2%

Source: PubChem BioAssay
